CHO-K1 Ca PAM – nonselective activator or artifact in parental CHO-K1 calcium assay; 360,000 compounds, 0.02% hits; ATP EC20, Fluo-8 calcium fluorescence; 0% at ATP EC20, 100% at ATP max; activation, % at 3 µM; AID 602247;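 active means activation above the run cutoff, the mean activation of all test compounds plus 3 SD, cut at about 40% in these data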;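 further: peak over basal fluorescence ratio in a 140 s read after ATP addition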
TAAR1 antagonist – human TAAR1 antagonism; Q96RJ0; CHO RD-HGA16 TAAR1, Fluo-8 calcium fluorescence, antagonist; inhibition, % at 3 µM; 360,000 compounds, 1.5% hits;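 active means inhibition above a per-plate cutoff, the mean inhibition of test compounds on that plate plus 3 SD, cut at about 49% in these data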;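 further: 0% = DMSO plus EC80 beta-PEA response and 100% = DMSO alone without agonist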
Target sequence (Q96RJ0 whole entry, looked up): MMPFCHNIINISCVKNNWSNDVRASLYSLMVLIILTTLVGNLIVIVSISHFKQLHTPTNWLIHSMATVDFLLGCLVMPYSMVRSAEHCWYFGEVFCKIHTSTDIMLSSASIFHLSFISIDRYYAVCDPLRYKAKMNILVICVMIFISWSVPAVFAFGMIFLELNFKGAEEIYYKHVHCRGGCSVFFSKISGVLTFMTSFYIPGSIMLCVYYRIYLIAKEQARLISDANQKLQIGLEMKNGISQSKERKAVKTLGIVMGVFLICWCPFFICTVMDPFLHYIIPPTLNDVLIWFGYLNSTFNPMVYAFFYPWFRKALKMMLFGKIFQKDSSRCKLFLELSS
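System: CHO RD-HGA16 cells bearing hTAAR1. Reagent: EC80 β-phenethylamine stimulus. Schedule: seeding 17-24 h prior, 75-min 37 °C, 30-min RT dye loading. Signal: Fluo-8 intracellular calcium dye fluorescence, real-time kinetic reads. Read-out: % inhibition from peak post-agonist over basal fluorescence ratio. Benchmarks: vehicle wells and EC80 agonist wells. Replicates: n of 1.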
V1R ag counter – counter-screen for oxytocin receptor agonists: human V1a receptor agonists | P37288 | CHO-V1R cells, Fluo-8 calcium fluorescence, agonist mode; 0% DMSO, 100% 3 nM vasopressin | activation, % at 3 µM | 320,000 compounds, 0.25% hits | AID 2797;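 active means activation above the mean activation of all tested compounds plus 3 SD, per screening run, cut at about 20% in these data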;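 further: signal is peak over basal fluorescence ratio across a 100 second FLIPR read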
Target sequence (P37288 whole entry, looked up): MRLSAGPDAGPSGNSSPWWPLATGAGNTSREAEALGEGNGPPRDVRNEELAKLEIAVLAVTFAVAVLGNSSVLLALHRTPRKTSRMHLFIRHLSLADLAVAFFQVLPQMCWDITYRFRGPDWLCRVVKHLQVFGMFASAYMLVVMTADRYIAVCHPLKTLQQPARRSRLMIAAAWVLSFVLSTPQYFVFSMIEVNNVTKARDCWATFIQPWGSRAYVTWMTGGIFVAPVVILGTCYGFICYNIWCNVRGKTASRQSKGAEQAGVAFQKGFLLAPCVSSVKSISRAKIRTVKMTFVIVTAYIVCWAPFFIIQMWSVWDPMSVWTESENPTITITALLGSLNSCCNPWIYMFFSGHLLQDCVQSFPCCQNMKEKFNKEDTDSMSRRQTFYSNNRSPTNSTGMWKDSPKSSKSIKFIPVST
CHO-K1 Ca antag – counter-screen for M1 antagonists: effect in parental CHO-K1 cells | 360,000 compounds, 0.6% hits | AID 602250 | ATP-induced calcium, Fluo-8 fluorescence | inhibition, % at 3 µM;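 active means inhibition above a per-plate cutoff, the plate's mean sample inhibition plus 3 SD, cut at about 24% in these data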;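 further: 0% = DMSO plus EC80 ATP and 100% = DMSO alone without ATP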
CHO-K1 Ca ag – counter-screen for M1 agonists: effect in parental CHO-K1 cells. 360,000 compounds, 0.48% hits. Fluo-8 calcium fluorescence; scaled to maximal ATP response, vehicle zero. activation, % at 3 µM. AID 602248; in the data active means activation above about 15%;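 further: untransfected CHO-K1 host cells lacking M1 receptor as counterscreen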
CHO parental Ca – counter-screen for OX1R antagonists: effect in parental CHO cells; parental CHO-K1, ATP-induced calcium, Fluo-8 fluorescence; inhibition, % at 5.6 µM; 330,000 compounds, 0.63% hits;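 active means inhibition above that plate's mean sample inhibition plus 3 SD, cut at about 26% in these data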;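 further: 0% = ATP-challenged DMSO wells and 100% = DMSO wells without ATP; some compounds past the cut are filed as inactive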
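test system = CHO parental line | reagent = ATP stimulus | measured by = intracellular calcium via Fluo-8 no-wash fluorescent dye | control set = ATP and no-ATP DMSO wells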
OXTR agonist – activates the human oxytocin receptor. P30559. CHO-OTR cells, Fluo-8 calcium fluorescence; normalized: DMSO 0%, oxytocin 100%. activation, % at 3 µM. 320,000 compounds, 0.32% hits. AID 2435;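 active means activation above the mean of all tested compounds plus 3 SD, cutoff set per screening run, cut at about 20% in these data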;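 further: peak over basal fluorescence ratio from a 100 s FLIPR kinetic read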
OXTR potentiate – potentiators of human oxytocin receptor; activation, % at 3 µM; P30559; 320,000 compounds, 0.061% hits; CHO-OTR cells, Fluo-8 calcium fluorescence, potentiator mode; 0% = oxytocin EC15, 100% = EC100;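 active means activation above that plate's cutoff, the mean activation of tested compounds plus 3 SD, cut at about 6.6% in these data, passing the limit was not always enough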;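 further: 100% uses oxytocin at 75 nM as the full agonist control; some results filed as inactive read as strong as hits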
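Assay system: CHO-OTR cells, human receptor / Also added: oxytocin at about EC15, sub-maximal agonist stimulus / Dosing: single dose, 3.0 µM nominal final compound concentration / Incubation: 6 min pre-incubation, 100 s read / Technique: Fluo-8 calcium dye fluorescence / Read-out: % activation vs EC15 and EC100 oxytocin / Benchmarks: EC15 oxytocin low, 75 nM oxytocin high / Replicates: singlicate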
GPR7 antag – blocks human GPR7 receptor signaling; AID 1861; inhibition, % at 4.4 µM; P48145; GPR7-expressing cells, fluorescence antagonist assay; 290,000 compounds, 1.1% hits; in the data active means inhibition above about 16%, passing the limit was not always enough;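 further: cells stimulated with the agonist NPW; 0% = agonist with vehicle and 100% = vehicle without agonist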
Target sequence (P48145 whole entry, looked up): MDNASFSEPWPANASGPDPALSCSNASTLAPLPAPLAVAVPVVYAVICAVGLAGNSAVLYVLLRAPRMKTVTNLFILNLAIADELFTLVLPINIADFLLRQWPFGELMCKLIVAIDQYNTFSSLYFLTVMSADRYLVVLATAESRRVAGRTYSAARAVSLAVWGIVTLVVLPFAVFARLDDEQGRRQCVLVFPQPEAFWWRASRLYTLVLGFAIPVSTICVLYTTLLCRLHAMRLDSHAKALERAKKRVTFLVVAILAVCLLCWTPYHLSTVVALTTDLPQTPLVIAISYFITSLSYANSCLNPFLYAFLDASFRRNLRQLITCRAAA
Numbers without * were called inactive; · = not tested or not shown. Rows were taken by chance; 3.5% or so of the library scored in one or more.

Key to letters: A = CHO-K1 Ca PAM; B = TAAR1 antagonist; C = V1R ag counter; D = CHO-K1 Ca antag; E = CHO-K1 Ca ag; F = CHO parental Ca; G = OXTR agonist; H = OXTR potentiate; I = GPR7 antag
CC(=O)CC1c2cc(F)ccc2C=C(c2ccsc2)N1c1ccc(C#Cc2cncn2C)cc1 (stereo unspecified)
  A: -5 | B: -21 | C: · | D: -5 | E: 0.1 | F: · | G: · | H: · | I: ·

CCN(C(=O)COC(=O)CNC(=O)c1ccc(Cl)cc1Cl)c1c(N)n(Cc2ccccc2)c(=O)[nH]c1=O
  A: 1 | B: 9 | C: 0.4 | D: -10 | E: -0.2 | F: 5 | G: 2.0 | H: 0 | I: ·

Cn1c(SCC(N)=O)nnc1-c1ccc(S(=O)(=O)N2CCCC2)cc1
  A: 12 | B: -30 | C: -0.1 | D: -2 | E: 1.0 | F: 10 | G: 1.0 | H: -1 | I: -9

[N-]=[N+]=N[C@@H](CCN1CC[C@H](O)CCC1=O)c1ccccc1
  A: 3 | B: -4 | C: -0.5 | D: -7 | E: 0.2 | F: 2 | G: -0.8 | H: -2 | I: 4

S=c1[nH]nc(/C=C/c2ccccc2)o1
  A: 14 | B: -4 | C: 0.6 | D: -14 | E: 0.9 | F: 20 | G: 0.1 | H: 2 | I: -2

CN(CC(=O)Nc1cccc(F)c1)C(=O)Cc1n[nH]c(=O)c2ccccc12
  A: 13 | B: -3 | C: 0.0 | D: -3 | E: 0.5 | F: -14 | G: 0.0 | H: -4 | I: ·

C[C@H](NC(=O)c1ncn(Cc2ccccc2)c1C(=O)N[C@@H](C)c1ccccc1)c1ccccc1
  A: -12 | B: 11 | C: 2.8 | D: -5 | E: 0.1 | F: -32 | G: 3.1 | H: -7 | I: ·

Cc1cc(Cl)ccc1NC(=S)N(CCCN1CCOCC1)Cc1cccs1
  A: 16 | B: -15 | C: 0.6 | D: -7 | E: 0.6 | F: -23 | G: -1.3 | H: -1 | I: -10

O=c1c2ccccc2nc(-c2ccc(Cl)cc2Cl)n1CCCn1ccnc1
  A: -4 | B: -4 | C: 0.1 | D: 3 | E: -0.2 | F: -31 | G: -0.6 | H: -2 | I: -5

COc1ccc(OC2C(=O)N(Cc3ccc4c(c3)OCO4)C2c2cccs2)cc1 (stereo unspecified)
  A: -2 | B: 56* | C: 11 | D: -6 | E: 8.8 | F: 41* | G: 6.4 | H: -11 | I: -8

CC(=O)Nc1ccc(S(=O)(=O)N2CCC(C(=O)NCCc3ccc(Cl)cc3)CC2)cc1
  A: -15 | B: 9 | C: · | D: -10 | E: 0.4 | F: · | G: · | H: · | I: 22

CCc1nc2ccc(C(=O)N3CCN(S(=O)(=O)CC)CC3)cn2c1N(C)C(=O)c1cccc(OC)c1
  A: -5 | B: -12 | C: · | D: 2 | E: 1.6 | F: · | G: · | H: · | I: ·

O=C(NC1CCCCC1)C(c1ccccc1)N(Cc1ccco1)C(=O)Cn1cnc2ccccc21 (stereo unspecified)
  A: 21 | B: -11 | C: · | D: -13 | E: 1.1 | F: · | G: · | H: · | I: 22*

O=C(NCCC1=CCCCC1)c1ccc(F)cc1
  A: 21 | B: 11 | C: -1.2 | D: -7 | E: 1.5 | F: -6 | G: -2.3 | H: -3 | I: -2

COc1ccc(C2C(C(=O)c3cccs3)=C(O)C(=O)N2c2cccc(C)n2)cc1 (stereo unspecified)
  A: 14 | B: 2 | C: -0.4 | D: -10 | E: 0.6 | F: -12 | G: -0.4 | H: -5 | I: -6

COc1cc(NC(=O)CSc2nc(C)cs2)cc(OC)c1
  A: -6 | B: 10 | C: 1.2 | D: -12 | E: 0.2 | F: -13 | G: 0.5 | H: -8 | I: -7

CCN(C(=O)Cn1nc(C(=O)O)c2ccccc2c1=O)C1CCCCC1
  A: -1 | B: -6 | C: -1.4 | D: 9 | E: -0.3 | F: -24 | G: -2.2 | H: -7 | I: 12

CCOc1ccc(N(CC(=O)NC(C)(C)C)C(=O)CCC(=O)Nc2nccs2)cc1
  A: 5 | B: -9 | C: 0.8 | D: -9 | E: 0.3 | F: -6 | G: 0.1 | H: -7 | I: -4

Clc1ccccc1CSc1nnc(-c2ccncc2)o1
  A: 14 | B: -7 | C: -0.4 | D: -4 | E: 0.3 | F: -9 | G: -0.4 | H: -1 | I: -7

Cc1cccc(NC(=S)Nc2ccc(Cl)c(Cl)c2)c1
  A: 10 | B: 11 | C: 12 | D: 8 | E: 9.5 | F: 5 | G: 4.8 | H: -10 | I: 8

The final 6 compounds of the part before are carried over, then new ones follow.
Key to letters: A = CHO-K1 Ca PAM; B = TAAR1 antagonist; C = V1R ag counter; D = CHO-K1 Ca antag; E = CHO-K1 Ca ag; F = CHO parental Ca; G = OXTR agonist; H = OXTR potentiate; I = GPR7 antag
COc1ccc(C2C(C(=O)c3cccs3)=C(O)C(=O)N2c2cccc(C)n2)cc1 (stereo unspecified)
  A: 14 | B: 2 | C: -0.4 | D: -10 | E: 0.6 | F: -12 | G: -0.4 | H: -5 | I: -6

COc1cc(NC(=O)CSc2nc(C)cs2)cc(OC)c1
  A: -6 | B: 10 | C: 1.2 | D: -12 | E: 0.2 | F: -13 | G: 0.5 | H: -8 | I: -7

CCN(C(=O)Cn1nc(C(=O)O)c2ccccc2c1=O)C1CCCCC1
  A: -1 | B: -6 | C: -1.4 | D: 9 | E: -0.3 | F: -24 | G: -2.2 | H: -7 | I: 12

CCOc1ccc(N(CC(=O)NC(C)(C)C)C(=O)CCC(=O)Nc2nccs2)cc1
  A: 5 | B: -9 | C: 0.8 | D: -9 | E: 0.3 | F: -6 | G: 0.1 | H: -7 | I: -4

Clc1ccccc1CSc1nnc(-c2ccncc2)o1
  A: 14 | B: -7 | C: -0.4 | D: -4 | E: 0.3 | F: -9 | G: -0.4 | H: -1 | I: -7

Cc1cccc(NC(=S)Nc2ccc(Cl)c(Cl)c2)c1
  A: 10 | B: 11 | C: 12 | D: 8 | E: 9.5 | F: 5 | G: 4.8 | H: -10 | I: 8

Cc1ccccc1NC(=S)N(Cc1ccco1)C(C)c1cccs1 (stereo unspecified)
  A: -10 | B: -27 | C: 0.6 | D: 10 | E: -0.2 | F: -7 | G: -0.2 | H: 0 | I: -16

O=C(N/N=C/c1ccc(OC(F)F)cc1)c1cccc(S(=O)(=O)N2CCOCC2)c1
  A: 9 | B: 2 | C: -0.5 | D: -9 | E: 1.4 | F: 3 | G: 0.3 | H: -6 | I: -23

CCOC(=O)c1c(-c2cccs2)csc1NC(=O)CN1CCOCC1
  A: 1 | B: 28 | C: 0.4 | D: 10 | E: 0.1 | F: 0 | G: 5.6 | H: -28 | I: 1

O=c1c2ccccc2nnn1Cc1ccc2ccccc2c1
  A: -5 | B: -21 | C: 0.5 | D: -13 | E: 0.0 | F: -21 | G: -0.1 | H: -4 | I: -5

Cc1ccc(NC(=O)CN2CCN(C(=O)C3CCCO3)CC2)c(C)c1 (stereo unspecified)
  A: 14 | B: -11 | C: 0.2 | D: 2 | E: 0.2 | F: -11 | G: -0.2 | H: -4 | I: -22

Cc1cccc(C(=O)C2CCN(S(=O)(=O)c3cccc(C(=O)O)c3)CC2)c1
  A: -7 | B: 8 | C: · | D: -11 | E: 0.1 | F: · | G: · | H: · | I: 2

COc1ccc2c(c1)CCc1c(C(=O)Nc3ccc(OC)c(OC)c3)noc1-2
  A: 10 | B: 51* | C: 5.8 | D: -2 | E: 4.2 | F: -6 | G: 7.0 | H: -10 | I: -5

CCOC(=O)C1CCN(C(=O)c2cc3cc(F)ccc3[nH]2)CC1
  A: 4 | B: -13 | C: · | D: -10 | E: 4.6 | F: · | G: · | H: · | I: 19

O=C(CN(c1ccccc1)S(=O)(=O)c1ccc(F)cc1)NC1CCCCCC1
  A: 0 | B: -27 | C: 1.3 | D: -3 | E: 0.2 | F: -7 | G: -1.0 | H: -6 | I: -3

Cc1ccc(O)c(NC(=O)c2cc(-c3cccs3)on2)c1
  A: -5 | B: -4 | C: -0.4 | D: -14 | E: 0.8 | F: 19 | G: 0.5 | H: -5 | I: -3

Cc1csc(NC(=O)c2ccc(Cl)nc2)n1
  A: 8 | B: 12 | C: 0.9 | D: -4 | E: 1.2 | F: -9 | G: 0.3 | H: -8 | I: -9

COc1ccc(N2CC(NS(=O)(=O)c3ccc4ccccc4c3)CC2=O)cc1OC (stereo unspecified)
  A: 9 | B: -4 | C: -1.0 | D: -10 | E: 2.4 | F: -29 | G: -0.1 | H: -4 | I: ·

COc1ccc(N2C(=O)CC(Sc3n[nH]c(-c4ccccc4)n3)C2=O)cc1 (stereo unspecified)
  A: 0 | B: 7 | C: -1.6 | D: 5 | E: 5.4 | F: -21 | G: -1.2 | H: -6 | I: 15

COC(=O)N1CCCCC1c1cc(C(=O)Nc2cccc3c2CCCC3)no1 (stereo unspecified)
  A: 4 | B: -33 | C: · | D: 17 | E: 0.4 | F: · | G: · | H: · | I: ·

COc1ncc(-c2cccc3nccn23)c(OC)n1
  A: 3 | B: -28 | C: · | D: -12 | E: 0.1 | F: · | G: · | H: · | I: ·

Cc1cc(F)ccc1C(O)c1ncc(-c2cccc(F)c2)[nH]1 (stereo unspecified)
  A: -1 | B: 8 | C: · | D: -2 | E: 1.1 | F: · | G: · | H: · | I: ·

COc1cc(/C=N/NC(=O)C(Cc2c[nH]c3ccccc23)NC(=O)OCC(C)C)cc([N+](=O)[O-])c1O (stereo unspecified)
  A: 17 | B: 3 | C: -0.1 | D: 9 | E: 4.1 | F: -8 | G: -0.7 | H: -6 | I: -13

CCOC(=O)C1=C(COC(=O)c2cc(OC)c(OC)cc2[N+](=O)[O-])NC(=O)NC1C (stereo unspecified)
  A: -2 | B: -7 | C: 0.1 | D: -10 | E: 2.3 | F: -18 | G: -0.1 | H: 1 | I: ·

COc1ccc(CCNC(=O)c2cccnc2)cc1OC
  A: 20 | B: 18 | C: 0.0 | D: -14 | E: 1.4 | F: 0 | G: 0.7 | H: -2 | I: -9

CC1=NNC(=O)/C1=C\c1cn(-c2ccccc2)nc1-c1ccc(Cl)cc1
  A: 15 | B: 32 | C: 1.2 | D: 6 | E: 1.8 | F: 37* | G: 3.5 | H: -7 | I: 10

CCS(=O)(=O)N1CCN=C1SC(C)c1ccccc1 (stereo unspecified)
  A: -1 | B: -7 | C: 1.2 | D: -11 | E: 0.2 | F: -4 | G: 0.1 | H: 0 | I: -1

N#C/C(=C/C1=C(N2CCOCC2)C(=C/c2ccc(Cl)cc2Cl)/CC1)C(=O)Nc1ccccc1F
  A: 10 | B: 32 | C: · | D: -8 | E: 0.3 | F: · | G: · | H: · | I: ·

O=c1[nH]nc(Cc2ccc(-c3cccc(Cl)c3)o2)c2ccccc12
  A: -9 | B: 31 | C: 3.4 | D: 24* | E: -0.1 | F: 38 | G: 3.3 | H: -18 | I: -14

Bioassay records (PubChem BioAssay)
